TSHR antagonist – antagonists of human thyroid stimulating hormone receptor; P16473; TSHR-expressing cells, TSH-stimulated cAMP HTRF, 2 h; hits give low values; activity change, negative = inhibition, % at 11.5 µM; actives 0.2% (n = 330,000); AID 504810;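 active means activity change below a set negative limit, meaning inhibition stronger than a set level, cut at about -70% in these data; inconclusive means activity change between two set negative limits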; further: on the % scale 0 is the no-effect control and ±100 the full control effect
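TSHR-expressing cells were treated with compounds, then stimulated with TSH at EC80 (4nM final) for 2 hours at 37 deg C. Cellular cAMP was measured by HTRF competition between lysate cAMP and cAMP-d2 for a cryptate-labelled anti-cAMP antibody.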
USP2a block – USP2a (human) protease inhibition | O75604 | USP2 core, Ub-CHOP2 coupled fluorogenic reporter, 485/531 | Potency, µM (highest dose often 38.3 µM), for inactives: top-dose activity change, negative = inhibition, most hits filed as inhibitors | actives 0.01% (n = 330,000) | AID 463254;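 further: potency means the concentration at half of the fitted maximal effect; plate controls were DMSO wells for no effect and full inhibition by NEM control for full effect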
Target sequence (O75604 whole entry, looked up): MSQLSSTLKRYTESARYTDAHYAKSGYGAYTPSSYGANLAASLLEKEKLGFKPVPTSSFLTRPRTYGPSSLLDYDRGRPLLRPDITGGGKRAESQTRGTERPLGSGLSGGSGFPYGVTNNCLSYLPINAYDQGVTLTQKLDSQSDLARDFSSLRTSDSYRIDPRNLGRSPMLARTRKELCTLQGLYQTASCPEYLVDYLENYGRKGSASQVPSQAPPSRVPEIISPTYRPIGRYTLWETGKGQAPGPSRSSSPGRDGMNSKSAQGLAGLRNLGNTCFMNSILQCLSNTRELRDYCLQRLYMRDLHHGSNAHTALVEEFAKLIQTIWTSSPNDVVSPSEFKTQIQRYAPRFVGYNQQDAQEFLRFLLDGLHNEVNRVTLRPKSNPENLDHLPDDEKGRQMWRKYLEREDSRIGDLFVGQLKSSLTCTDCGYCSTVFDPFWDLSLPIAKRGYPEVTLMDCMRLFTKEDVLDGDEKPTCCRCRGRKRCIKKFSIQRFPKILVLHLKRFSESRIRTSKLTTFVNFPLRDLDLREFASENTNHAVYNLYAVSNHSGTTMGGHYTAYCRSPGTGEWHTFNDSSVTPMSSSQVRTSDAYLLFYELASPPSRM
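USP2 core (10nM final) preincubated 30min RT with compound in 20mM Tris-HCl pH 8.0, 2mM CaCl2, 2mM beta-mercaptoethanol, 0.05% CHAPS; 25nM Ub-CHOP2 plus 25nM reporter substrate added, fluorescence (Ex485/Em531) read after 60min.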
Mito fusion act – inhibitors of mitochondrial division or activators of mitochondrial fusion | S. cerevisiae fusion-defective mutant growth rescue, CellTiterGlo 48 h | Potency, µM (highest dose often 46.1 µM), for the others: at the top dose growth rescue (activation), most hits filed as activators | actives 0.23% (n = 320,000);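 further: potency means the concentration at half of the fitted maximal effect; % of control where 0% means no effect; nearly all actives have a fitted effect of over 45% in size; temperature-sensitive fusion mutants such as fzo1-1 at 37 °C on non-fermentable ethanol glycerol medium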
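Temperature-sensitive fusion-defective S. cerevisiae (e.g. fzo1-1, mgm1-5) were grown with compound in YPEG medium (3% ethanol, 3% glycerol) for 48 hours at 37C. Growth rescue was measured as viability by CellTiterGlo luminescence after 10 minutes at ambient.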
KCNH2 WT inh – blocks the wildtype human KCNH2 potassium channel; activity change, % at 1.84 µM; U2OS, BacMam KCNH2, thallium flux FluxOr; hits give low values; actives 0.37% (n = 340,000); AID 720551;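 active means maximum activity change below -70%; inconclusive means maximum activity change between -70% and -50%; inactive means maximum activity change above -50%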; further: on the % scale 0 is the no-effect control and ±100 the full control effect
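U2OS cells transduced with wild-type KCNH2 virus are loaded with FluxOr dye for 45 min, and thallium flux is measured in kinetic reads before and after stimulation buffer. Rate constants are normalized to DMSO controls.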
ELG1 repair inh – ELG1-dependent DNA repair inhibition; HEK293T ELG1-luciferase reporter, luminescence, 16 h; DNA damage induced by 5-fluorouridine; Potency, µM (top dose mostly 46.1 µM), for the others: at the highest dose activity change, negative = inhibition, actives largely listed as inhibitors; actives 2.3% (n = 330,000); further: potency means the concentration at half of the fitted maximal effect; on the % scale 0 is the no-effect control and ±100 the full control effect; nearly all actives have a fitted effect of over 55% in size
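Luminescence from the luciferase reporter, measured 30 min after ONE-Glo reagent at room temperature, was the read-out. Beforehand, 2,000 cells per well were exposed for 16 hr at 37 °C to 5-fluorouridine together with compound or vehicle.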
AT treatment – potential ataxia-telangiectasia treatments restoring KAP-1 phosphorylation | Potency, µM (titrated, usually from 57.5 µM), inactives show at the highest dose activation, hits mostly activators | […] A-T fibroblasts, KAP-1 phosphorylation AlphaLISA; neocarzinostatin DNA damage 30 min before lysis | AID 485349 | actives 0.19% (n = 320,000); further: potency means the concentration at half of the fitted maximal effect; % of control where 0% means no effect; nearly all actives have a fitted effect of over 45% in size
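ATM-like activity read as KAP-1 phosphorylation via AlphaLISA donor/acceptor antibody pairs after lysis and 6 hr at 25C. Cells were ATM-null patient fibroblasts ([…], hTERT), dosed 60 min, then exposed to the DSB inducer NCS for 30 min.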
TRPV1 agonist – agonists of human vanilloid receptor 1 (TRPV1); Q8NER1; TRPV1-expressing cells, Fluo-8 calcium influx, agonist mode; activation, % at 8.33 µM; actives 0.19% (n = 320,000); AID 540275; in the data active means activation above about 80%; inconclusive means between about 30% and that limit; further: 0% is about no effect
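TRPV1-expressing cells were cultured overnight at 35.5C and loaded with Fluo-8 calcium dye for 40 to 90 min at room temperature. After a 10 s baseline, compound was added and calcium influx was read kinetically for 3 min (ex 480/em 520 nm).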
TCR activator – activates T cell receptor signaling | 330,000 tested, under 10 active | primary human leukocytes, anti-CD3, IL-2 HTRF, 48 h | Potency, µM (top dose mostly 9.22 µM), without a hit: at the top dose activation of IL-2 secretion, hits mostly activators | AID 504894; further: % of control where 0% means no effect
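Compounds are tested in HTS on primary human leukocytes co-incubated with a-CD3 beads for 48 hr. IL-2 output is measured by time-resolved FRET.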
KCNH2 3.1 block – blocks the human KCNH2 3.1 channel isoform; activity change, % (tested at about 1.8 µM); AID 720553; U2OS KCNH2 3.1, thallium flux FluxOr; hits give low values; actives 0.95% (n = 340,000);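 active means maximum activity change below -70%; inconclusive means maximum activity change from -70% to -50%; inactive means maximum activity change above -50%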;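 further: thallium influx rate constant from kinetic fluorescence after stimulation buffer; on the % scale 0 is the no-effect control and ±100 the full control effect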
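We transduce U2OS cells with the mutant 3.1 virus, culture them overnight, load FluxOr with Red40 quencher for 45 min, then add stimulation buffer and read kinetically for 2 min to derive a normalized rate constant.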
Eya2 phos inh – blocks the phosphatase activity of human Eya2; O00167; recombinant Eya2, OMFP fluorescence dephosphorylation (OMFP is methylfluorescein phosphate); Potency, µM (highest dose often 76.9 µM), for the others: at the top dose activity, negative = inhibition, actives largely listed as inhibitors; actives 0.006% (n = 330,000); AID 488837; further: potency means the concentration at half of the fitted maximal effect; on the % scale 0 is the no-effect control and ±100 the full control effect
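Eya2 (0.2 uM) preincubated 10 min at ambient with compound, then OMFP substrate added at 50 uM; 10 min reaction in 50 mM HEPES pH 7.5, 50 mM NaCl, 5 uM MgCl2, 0.05% BSA, 1 mM DTT. Fluorescence read at Ex 485/Em 525 nm.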
Numbers without * were called inactive; ? = inconclusive; . = not tested or not shown; & = joins results of further samples; [ ] = remark or other dose. Unless noted, the call rests on the fitted dose curve; in most records, active means well fitted curve in the direction sought with a large enough effect; inconclusive means small, poorly fitted or top-dose-only effect, or another doubt; inactive means no such curve, though single readings can be large; an effect the other way counts as inactive or inconclusive.

Below each compound: TSHR antagonist, USP2a block, Mito fusion act, KCNH2 WT inh, ELG1 repair inh, AT treatment, TRPV1 agonist, TCR activator, KCNH2 3.1 block, Eya2 phos inh
O=C(O)CCC(=O)c1ccc2c(c1)CCCC2
 : -9, 12%, 4%, 19, 2%, 4%, -2, -6%, 2, 17%
O=c1c(-c2ccc(Cl)cc2)c[nH]n1-c1ccccc1
 : -34, 3%, 3%, 4, ?, ., 0, -1%, 4, -1%
COc1ccc(-c2cc3nc4n(c(=O)c3s2)CCCCC4)cc1
 : -15, 1%, -5%, -15, ?, 13%, 18, -2%, 5, -1%
CCN(CC)CCNC(=O)C1(O)c2cc(Br)ccc2NC(=O)N1c1cccc(OC)c1 (stereo not drawn)
 : 3, 5%, 10%, -9, 3%, 5%, -1, 1%, -27, -5%
COc1ccc(CNC(=O)CCS(=O)(=O)c2cc3c(cc2Cl)NC(=O)CO3)cc1
 : -120*, 3%, -4%, 4, 0%, 5%, 3, 2%, 12, 7%
CC(C)NC(=O)COC(=O)c1ccc(NS(=O)(=O)c2ccc3c(c2)OCCO3)cc1
 : -1, 0%, -3%, 9, 0%, 5%, 0, 5%, 8, -30%
CCOc1ccc(S(=O)(=O)N2CCC(C(=O)N3CCOCC3)CC2)cc1C
 : 17, 0%, -2%, -9, 2%, -6%, 7, -7%, 1, 2%
Cc1ccc(CNC(=O)c2ccc(Cl)cc2[N+](=O)[O-])cc1
 : 26, 1%, -1%, -1, 16%, 2%, 18, 5%, 0, 2%
Cc1cc(C)nc(NS(=O)(=O)c2ccc(N)cc2)n1
 : -21&-3&14, 0%&-4%&2%, -10%&-3%&12%, 4, 1%&-2%, ?, -8&1&-2, -9%, 5, 0%&6%&11%
O=C1OCCC1S(=O)(=O)c1ccc2ccccc2c1 (stereo not drawn)
 : 7, 1%, -4%, -1, 7%, 4%, -1, 3%, -7, 14%
CCOC(=O)c1ccc(S(=O)(=O)N2CC(=O)Nc3ccccc32)cc1
 : -3, 3%, 3%, 13, -5%, -5%, 0, 8%, 0, 7%
COc1ccc(NC(=O)N(Cc2cc3cc(OC)c(OC)cc3[nH]c2=O)CC2CCCO2)cc1 (stereo not drawn)
 : -8, 2%, -2%, -4, ?, -6%, 1, 11%, 0, 5%
CSc1ccc(CN(C)C(=O)c2cc(Cl)c3c(c2)OCCO3)cc1
 : -11, -6%, -56%[inhibitor], 3, -2%, 8%, -2, -3%, -8, -11%
COc1ccc(-c2noc(-c3cccc(OC)c3OC)n2)cc1OC
 : -19, 2%, 7%, -2, ?, 6%, 3, -1%, -9, -8%
Cc1cccc(N2CCN(C(=O)c3cccn4c(=O)c5c(C)c(C)sc5nc34)CC2)c1C
 : -6, 5%, 2%, -2, -9%, 2%, 2, -5%, 0, -4%
O=C(c1cn(-c2ccccc2)nc1-c1cccs1)N(CCO)Cc1ccccc1
 : -6, 4%, 4%, 6, ?, 5%, 4, -2%, -14, -1%
Cc1ccccc1CC(=O)c1ccc(O)c(C)c1O
 : -12, 1%, 20%, 3, -1%, 4%, 4, 0%, 14, 13%
CCn1c(SCC(=O)c2ccccc2)nc2ccccc2c1=O
 : -15, 0%, ?, 3, -6%, -2%, 7, -4%, -14, -14%
Cc1oc2ccc(NS(=O)(=O)c3ccccc3)cc2c1C(=O)Nc1ccccc1
 : 11, -1%, 13%, -3, 2%, 2%, -2, -2%[46.1 µM], -4, -2%
Cc1ccc(-c2cc(C(=O)N3CCN(c4ncccn4)CC3)c3ccccc3n2)cc1
 : -9, -10%, 29%, -7, ?, 7%, -3, 2%, -71*, 4%
CC1(C)CC(NC(=O)COc2cc3oc(=O)c4c(c3cc2Cl)CCC4)CC(C)(C)N1
 : 1, 4%, 3%, -19, ?, 3%, -2, -1%, 10, 8%
Cc1cc(C)c(C#N)c(SCC(=O)NC(C)(C)C)n1
 : -11, 0%, 2%, -13, ?, 9%, 1, 11%, -84*, -2%
O=C(N/N=C/c1ccccc1Cl)c1ccc(F)cc1
 : -7, -1%, -4%, -9, ?, 11%, ?, 1%, -1, 8%
CCc1ccc(C(C(=O)NC2CCCC2)N(C(=O)c2csnn2)C2CC2)cc1 (stereo not drawn)
 : -6, 3%, 12%, 4, -2%, 3%, 5, -4%, 1, -14%
Cc1cc(NS(=O)(=O)c2ccc(NC(=O)C(C)Oc3cc(C)c(Cl)c(C)c3)cc2)no1 (stereo not drawn)
 : 9, -1%, 3%, -18, 10%, -1%, 0, 2%, ., ?
CC(C)OC(=O)CN1C(=O)C(C)(C)Oc2ccc(C(=O)NC(C)(C)C)cc21
 : -4, 2%, 2%, 6, ?, -2%, 6, 0%, 2, 8%
CCC(=O)Nc1cccc(C2=NN(c3ccccc3)C(c3ccc(OC)cc3)C2)c1 (stereo not drawn)
 : 8, -2%, 28%, 15, ?, 22µM*, 5, 7%, 1, -1%
CCOC(=O)C1C(=O)C=C(/C=C/c2ccccc2)CC1c1ccc(Cl)cc1 (stereo not drawn)
 : -1, 2%, 2%, -9, 7%, 1%, 0, 1%, 12, 9%
Cc1ccccc1C(NC(N)=O)c1ccccc1 (stereo not drawn)
 : 12, 2%, -2%, 8, -2%, 2%, -3, 0%, 10, 4%
Cc1noc(C)c1CSCC(=O)N(C)CC(=O)Nc1ccccc1C(F)(F)F
 : 10, 3%, -1%, -4, 3%, 6%, -1, ., -1, 10%

A run of entries taken from the entries so far, as a working copy:
Below each compound: TSHR antagonist, USP2a block, Mito fusion act, KCNH2 WT inh, ELG1 repair inh, AT treatment, TRPV1 agonist, TCR activator, KCNH2 3.1 block, Eya2 phos inh
CC(C)OC(=O)CN1C(=O)C(C)(C)Oc2ccc(C(=O)NC(C)(C)C)cc21
 : -4, 2%, 2%, 6, ?, -2%, 6, 0%, 2, 8%
CCC(=O)Nc1cccc(C2=NN(c3ccccc3)C(c3ccc(OC)cc3)C2)c1 (stereo not drawn)
 : 8, -2%, 28%, 15, ?, 22µM*, 5, 7%, 1, -1%
CCOC(=O)C1C(=O)C=C(/C=C/c2ccccc2)CC1c1ccc(Cl)cc1 (stereo not drawn)
 : -1, 2%, 2%, -9, 7%, 1%, 0, 1%, 12, 9%
Cc1ccccc1C(NC(N)=O)c1ccccc1 (stereo not drawn)
 : 12, 2%, -2%, 8, -2%, 2%, -3, 0%, 10, 4%
Cc1noc(C)c1CSCC(=O)N(C)CC(=O)Nc1ccccc1C(F)(F)F
 : 10, 3%, -1%, -4, 3%, 6%, -1, ., -1, 10%

(more compounds)
Below each compound: TSHR antagonist, USP2a block, Mito fusion act, KCNH2 WT inh, ELG1 repair inh, AT treatment, TRPV1 agonist, TCR activator, KCNH2 3.1 block, Eya2 phos inh
COc1cc(C(=O)NCC2CCCO2)ccc1OCc1c(C)noc1C (stereo not drawn)
 : -6, 0%, 2%, -1, ?, 7%, -1, -2%, 13, 22%
COC(=O)c1cccc(C23CC4(C2)[C@H](CN(Cc2ccc(C(F)(F)F)cc2)[C@@H]4c2ccccc2)C3c2ccc(C(F)(F)F)cc2)c1 (stereo partly drawn)
 : -2, -1%, -4%, -2, -7%, -26%, 0, -16%, ?, -1%
CC(=O)NC(CC(=O)Nc1nccs1)c1ccccc1 (stereo not drawn)
 : 18, -3%, -2%, -5, 17%, -1%, -2, 2%, -3, 0%
COc1ccc([C@H]2CC(=O)C=C(c3ccc(OC(F)(F)F)cc3)C2)cc1
 : -20, 2%, 21%, -1, 42%, 8%, 10, 17%, -13, -12%
CC1CCN(C(=O)CSc2nnc(-c3ccncc3)n2C)CC1
 : 10, 3%, 2%, 19, 8%, ., 0, 2%[46.1 µM], 6, 3%
CC(C)CC1NC(=O)c2ccccc2-n2c1nc1ccc(F)cc1c2=O (stereo not drawn)
 : -6, 1%, -5%, ., 17%, -1%, -2, ., ., 4%

A portion of the library, so the mix of outcomes need not match the whole.
